# Wee1 degr inh = Wee1 degradation inhibitors, primary screen, cell-based, HeLa, Wee1K328M-luciferase, luminescence; reporter increase, % at 5 µM; HeLa Luc-Wee1K328M stability; 100% = proteasome inhibitor MG132 effect; 220,000 compounds, 1.2% hits; AID 1321, 2008; Wee1-like protein kinase (Homo sapiens), P30291;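 active = activation above the mean of all tested compounds plus 3 SD, set per screening run, cut at about 8.8% in these data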;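 note: cells exposed to compound for 20 h before luminescence read; 0% = DMSO alone and 100% = MG132 at 30 µM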
# FXIIa inh 1536 = human FXIIa protease inhibitors, primary screen, biochemical, 1536-well | purified FXIIa, Boc-QGR-AMC fluorogenic substrate, 2 h | inhibition, % at 5 µM | 220,000 compounds, 0.3% hits | AID 800, 2007; in the data active = inhibition above about 40%;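 note: 0% = enzyme with no compound and 100% = blank without enzyme; many of its hits are not listed in these tables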
# Tb hexokinase = Trypanosoma brucei hexokinase 1 inhibitors, primary screen, biochemical, G6PDH-coupled NADH absorbance, MLSCN library; 220,000 compounds, 0.11% hits; inhibition, % at 10 µM; AID 1430, 2008; recombinant TbHK1, G6PDH-coupled NADH A340; hexokinase 1 [Trypanosoma brucei];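 active = inhibition of 50% or more in the single-dose primary screen; inactive = inhibition below 50%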
# FXIa inh = human FXIa protease inhibitors, primary screen, biochemical, 1536-well; purified FXIa, Boc-Glu-Ala-Arg-AMC fluorogenic substrate; inhibition, % at 5 µM; 220,000 compounds, 0.14% hits; AID 798, 2007;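 active = inhibition of at least 40%; inactive = inhibition below 40%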;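 note: fluorescence of freed AMC excited at 355 nm; 0% = enzyme without compound and 100% = no enzyme blank; many of its hits are not listed in these tables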
# Target sequence (P03951 19-387 limits assumed): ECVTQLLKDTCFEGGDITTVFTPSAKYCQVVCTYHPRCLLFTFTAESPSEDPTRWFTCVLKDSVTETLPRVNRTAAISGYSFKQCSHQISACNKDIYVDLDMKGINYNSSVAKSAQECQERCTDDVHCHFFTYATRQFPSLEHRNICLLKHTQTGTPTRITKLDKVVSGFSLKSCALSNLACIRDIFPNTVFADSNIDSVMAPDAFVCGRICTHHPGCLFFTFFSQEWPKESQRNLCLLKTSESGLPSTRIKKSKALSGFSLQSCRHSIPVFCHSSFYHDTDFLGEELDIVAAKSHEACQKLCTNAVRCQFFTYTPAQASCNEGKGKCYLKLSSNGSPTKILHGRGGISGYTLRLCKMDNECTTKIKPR
# Target sequence (P03951 388-625 limits assumed): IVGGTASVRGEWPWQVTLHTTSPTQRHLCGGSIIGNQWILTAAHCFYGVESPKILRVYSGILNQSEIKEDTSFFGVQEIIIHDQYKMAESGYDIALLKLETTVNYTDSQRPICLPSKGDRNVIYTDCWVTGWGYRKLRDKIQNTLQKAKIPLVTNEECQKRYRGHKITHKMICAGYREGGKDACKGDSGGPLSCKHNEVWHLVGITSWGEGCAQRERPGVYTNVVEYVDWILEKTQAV
# PPC-1+TRAIL kill = compounds killing PPC-1 cancer cells with TRAIL present, primary screen, TRAIL potentiator project, ATPLite luminescence, uHTS; 220,000 compounds, 0.41% hits; PPC-1 cells + TRAIL, ATPLite viability luminescence; cell killing (% activity), % at 4 µM;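 active = cell killing above 50% in the first pass at 4 µM, then a duplicate retest at 5 µM averaging 50% or more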;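 note: plate controls were cells with TRAIL plus DMSO for no effect and medium-only wells lacking cells for full effect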
# EP2 antag = human EP2 receptor antagonists, primary screen, TR-FRET cAMP, C6 glioma cells. Prostaglandin E2 receptor EP2 subtype (Homo sapiens), P43116. C6 glioma cells expressing human EP2; cells stimulated with saturating PGE2. inhibition, % at 25 µM. 260,000 compounds, 0.52% hits. AID 1422, 2008;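 active = percent inhibition above 40 after rounding to a whole number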;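 note: rat C6 glioma host cells with rolipram phosphodiesterase inhibitor present; the protocol text gives 20 µM as final concentration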
# Target sequence (P43116 whole entry, looked up): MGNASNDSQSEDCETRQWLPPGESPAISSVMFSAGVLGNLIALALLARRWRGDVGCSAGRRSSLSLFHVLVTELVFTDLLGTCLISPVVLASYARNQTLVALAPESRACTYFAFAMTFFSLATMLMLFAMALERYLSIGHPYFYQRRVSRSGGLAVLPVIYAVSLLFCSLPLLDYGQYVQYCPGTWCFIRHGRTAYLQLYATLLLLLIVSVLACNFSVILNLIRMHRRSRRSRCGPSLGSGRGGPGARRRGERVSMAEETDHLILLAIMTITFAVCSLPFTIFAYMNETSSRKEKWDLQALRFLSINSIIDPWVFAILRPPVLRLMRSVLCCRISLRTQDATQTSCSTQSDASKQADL
# L929 necroptosis = inhibitors of zVAD-triggered necroptosis, primary screen, L929 cells; 220,000 compounds, 0.38% hits; L929 zVAD necroptosis rescue, ATP luminescence, 24 h; with zVAD 60 µM; viability rescue, % at 10 µM;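 active = activation, scaled between plate controls, above about 75%, limit read from the data; inactive = activation under that limit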;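 note: 0% = zVAD with DMSO and 100% = DMSO alone without zVAD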
# CHOP inhibitor = inhibitors of CHOP promoter induction, primary screen, cell-based, unfolded protein response, luciferase reporter; CHO-K1 CHOP-promoter luciferase, tunicamycin-induced, 15-18 h; inhibition, % at 10 µM; 220,000 compounds, 3.8% hits;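 active = compounds that reduced the stress-induced luciferase reporter signal by more than about 70% of percent inhibition, limit read from the data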;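 note: 0% = tunicamycin plus vehicle and 100% = wells without tunicamycin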
# TNF necrop inh = inhibitors of TNF-alpha triggered necroptosis, primary screen, cell-based, Jurkat FADD-/-, single concentration. Jurkat FADD-/- TNF necroptosis rescue, ATP luminescence, 24 h; 0 = TNF only, 100 = no-TNF cells. activation (protection from cell death), % at 10 µM. 220,000 compounds, 0.068% hits;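 active = activation, meaning protection from cell death, of at least 50% relative to plate controls; inactive = activation below 50%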;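 note: necroptosis triggered by 40 ng/mL TNF-alpha added together with compound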
# Active calls of the source: *; · = not tested or not shown; & = joins results of further samples. These rows are one share of the data, so the mix of outcomes need not match the whole.
SMILES,Wee1 degr inh,FXIIa inh 1536,Tb hexokinase,FXIa inh,PPC-1+TRAIL kill,EP2 antag,L929 necroptosis,CHOP inhibitor,TNF necrop inh
Cc1ccc(CNC(=O)c2ccc(NC(=O)CCS(=O)(=O)c3cccs3)cc2)cc1,1,0,4,-1,-9,9,0.4,46,-0.2
COC(=O)c1cnn2c(C)c(Cc3cccc(F)c3)c(C)nc12,5,11,-5,-1,·,12,2.7,-5,-1.1
Cc1cc2c(C)nc(N/N=C/c3ccc([N+](=O)[O-])cc3)nc2o1,3,9,-7,13,-15,1,7.2,61,11
Brc1cc2c(cc1/C=N/Nc1nc(N3CCOCC3)nc(N3CCOCC3)n1)OCO2,-2,6,-18,9,8,9,5.1,2,3.8
CN(C)c1ccc(/C=N/NC(=S)NCc2ccccc2)cc1,3,7,-15,-1,8,13,0.4,48,-5.9
O=C(CCCl)N1CCCC2(CCCCC2)C1,-2,12,-4,3,0,8,0.3,11,11
Cc1cccc(C)c1-n1c(C)cc(/C=C2\C(=O)NN(c3ccccc3)C2=O)c1C,-3,12,-10,-1,6,7,1.0,46,-3.7
O=C(/C=C/c1ccc(Br)o1)OCc1ccccc1,0,1,2,-4,9,16,0.3,39,0.3
COc1cc(/C=C2\SC(=S)N(NS(=O)(=O)c3ccccc3)C2=O)ccc1O,-2,8,-19,25,2,16,-0.2,34,0.3
CCCc1[nH]n(-c2ccc([N+](=O)[O-])cc2)c(=O)c1C=NCCc1c[nH]c2ccccc12,-1,9,-4,8,28,13,-0.4,-7,-6.1
CC(C(=O)NCc1ccco1)c1ccc([N+](=O)[O-])cc1 (stereo unspecified),-3,9,1,-2,26,8,2.6,7,31
COc1ccc(N(CC(=O)Nc2ccc(S(=O)(=O)N3CCCC3)cc2)S(C)(=O)=O)cc1OC,1,-5,-2,-6,14,3,3.0,17,1.3
COc1ccc(-c2nn(-c3ccccc3)cc2/C=C(\C#N)S(=O)(=O)c2ccccc2)cc1OC,8,0,-8,-7,15,8,1.4,19,1.3
N#CC1=C(N)Oc2[nH]c(=S)[nH]c(=O)c2C12C(=O)Nc1ccccc12 (stereo unspecified),-1,4,-1,-11,14,4,3.0,6,0.0
CCOc1cccc2sc(N(CCCN(C)C)C(=O)Cc3ccccc3)nc12,2,10,5,-2,14,5,-1.4,26,5.0
CNC(=S)N(CCc1c(C)[nH]c2ccc(OC)cc12)Cc1cc(OC)c(OC)c(OC)c1,1,12,-3,7,14,8,·,4,3.2
COCCOC(=O)c1c(NC(=O)CNC2CCCc3ccccc32)sc(C(N)=O)c1C (stereo unspecified),-2,0,-4,-10,-2,2,0.2,-20,0.2
CCN(CC)c1ccc(NC(=O)/C=C\c2ccccc2Cl)cc1,8,7,-3,1,19,7,1.4,24,0.1
CCOc1ccc(C2C=C(c3ccccc3)Nc3ncnn32)cc1 (stereo unspecified),-1,11,-1,16,18,3,-0.3,-12,0.9
c1ccc(CNc2nc(N3CCOCC3)nc(N3CCOCC3)n2)cc1,2,12,0,2,11,8,·,8,2.4
COc1ccc(-c2cc3nc(C4CCN(C(=O)OC(C)(C)C)CC4)c(C(=O)O)cn3n2)cc1,1,7,-3,-1,4,7,2.7,2,-0.2
CC(C)(C)c1n[nH]c(=S)n(N)c1=O,0,14,-9,-1,20,6,0.6,19,0.3
N#Cc1c(-c2c(Cl)cccc2Cl)noc1/C=C/Nc1ccc(C(=O)O)cc1,-1,-2,-17,2,-3,5,2.2,-1,0.6
CC(C)c1ccc(Nc2ncccc2C#N)cc1,20*,12,-7,4,19,13,0.0,-10,-3.7
Cc1noc(C)c1C(=O)OCC(=O)NCCc1ccc(Cl)cc1,-2,1,-7,-4,24,5,1.1,37,-1.1
SMILES,Wee1 degr inh,FXIIa inh 1536,Tb hexokinase,FXIa inh,PPC-1+TRAIL kill,EP2 antag,L929 necroptosis,CHOP inhibitor,TNF necrop inh
COc1cccc(CN(C)CC(=O)Nc2cc3oc4ccccc4c3cc2OC)c1,9.9*,14,-12,13,6,0,4.0,-8,5.5
O=C1OCCC1Sc1nc2cc(Cl)ccc2n1Cc1ccccc1 (stereo unspecified),-1,-5,3,4,34,10,0.6,37,-3.2
O=S(=O)(Nc1ccc(O)c(Sc2nc3ccccc3s2)c1)c1ccc(Cl)cc1,0,5,3,-3,11,·,0.1,56,6.3
CC12CCC(=O)N1C(C(=O)Nc1cccc3ccccc13)CS2 (stereo unspecified),·,15,·,8,26,12,·,-24,·
COc1cccc(-c2cc(C(F)(F)F)n3ncc(C(=O)O)c3n2)c1,-4,4,-15,4,8,15,-0.2,-7,1.0
O=C(NC1CCCCC1)C(c1ccccc1)N1CCOCC1 (stereo unspecified),4,15,8,1,5,5,2.1,1,0.1
Cc1cccc(C)c1NC(=S)NCc1ccncc1,-2,4,-5,1,30,9,-0.3,0,-0.7
COc1cccc2cc(C(=O)C3=C(O)C(=O)N(CCN(C)C)C3c3ccc(Cl)cc3)oc12 (stereo unspecified),3,8,-25,-1,23,15,0.5,7,-1.4
CS(=O)(=O)c1ccc(Cl)c(C(=O)O)c1,0,9,4,8,33,10,-0.2,14,-0.9
O=C1NN(c2ccc(F)c(Cl)c2)C(=O)/C1=C\c1cccc(OC(=O)c2cccs2)c1,-1,13,0,5,5,36,0.2,5,0.3
COc1ccc(Nc2c(-c3ccco3)nc3ccc(C)cn23)cc1,1,-4,3,-30,6,9,0.8,2,-0.8
CC(=O)Nc1ccc(S(=O)(=O)NCCc2ccccn2)cc1,3,6,-2,-4,9,7,-0.1,-17,0.5
COc1ccc(CCNC(=O)Nc2cccc([N+](=O)[O-])c2)cc1OC,2,1,0,-2,27,7,16,-16,1.4
O=C(Nc1nnc(CCN2CCCCC2)s1)C1CCCCC1,1,-2,-2,-6,-4,8,0.0,25,-0.6
COc1ccc(NC(=O)C2CCCN(S(=O)(=O)c3cccc4cccnc34)C2)cc1OC (stereo unspecified),0,14,-3,8,4,7,2.3,16,-7.3
CC(=O)c1cccc(S(=O)(=O)NCCC(=O)O)c1,-3,0,-3,-4,7,6,1.2,5,0.5
CCOC(=O)Nc1cc(OCC)c(NC(=O)C2CC2)cc1OCC,0,2,-11,-2,-7,10,0.0,30,-1.0
Cc1ccc(C)c(S(=O)(=O)NC(CC(C)C)C(=O)O)c1 (stereo unspecified),-1,-2,41,-6,18,·,-0.3,3,0.1
OC1(c2ccccc2)CCN(Cc2ccccc2)CC1,2,6,0,5,-15,2,0.6,21,0.1
CNC(=S)NNC(=O)c1c(C)nc2cc(C)ccn12,0,6,-22,-1,16,11,0.6,6,-0.7
CCOC(=O)n1c(=O)n(Cc2cccc(C)c2)c2ccccc21,-2,2,-10,-4,6,7,-0.7,30,-0.3
CCCC(=O)Nc1nc(-c2ccccc2)c(CC)s1,-3,·,4,-2,4,7,2.7,26,4.6
O=S(=O)(NCCc1ccc2c(c1)OCCO2)c1cccs1,6,19,3,3,18,6,-0.1,39,-0.4
Cc1cc(OCCn2cc(/C(N)=N/O)c3ccccc32)ccc1Cl,-4,11,-1,-2,13,6,0.2,-8,-2.9
Cc1cc(C(=O)N/N=C/C=C/c2ccccc2)n[nH]1,-2,8,-76,1,12,11,31,-7,25
SMILES,Wee1 degr inh,FXIIa inh 1536,Tb hexokinase,FXIa inh,PPC-1+TRAIL kill,EP2 antag,L929 necroptosis,CHOP inhibitor,TNF necrop inh
CC(C)Oc1ccc(NC(=O)C2CCCNC2=O)cc1 (stereo unspecified),-1,8,3,12,8,2,-0.2,8,-1.7
CCOC(=O)c1sc(C)c2c(=O)n(Cc3ccc(Cl)cc3)c(C)nc12,2,26,-6,15,-2,6,-0.3,15,1.5
Cc1ccc(C(c2ccc(C)o2)c2cccc([N+](=O)[O-])c2O)o1,-1,17,-1,7,15,5,0.8,35,-1.7
O=C(CSc1ccccn1)NCc1ccc2c(c1)OCO2,0,4,0,-1,6,5,-0.3,22,1.5
COc1ccc(NC2=NCC(=O)N2Cc2cccs2)cc1,-3,-7,-9,-5,9,10,0.0,-2,-0.6
CC1(C)C(=O)N(OCc2ccccc2)C(C)(C)C(=O)N1OCc1ccccc1,-2,14,-6,9,-12,·,0.0,40,0.2
C=C(C)CSc1nnc(-c2cccc(S(=O)(=O)N(C)C)c2)n1-c1cc(OC)ccc1OC,-2,9,-10,-13,5,10,-1.3,57,-1.4
CC(NC(=O)c1cccc(S(=O)(=O)N2CCN(C)CC2)c1)C1CC2CCC1C2 (stereo unspecified),0,7,-1,1,15,7,0.1,-4,1.3
COc1ccc(CCNC(=O)c2csc3c2CCCC3)cc1OC,0,6,8,-5,2,8,0.6,-2,0.6
Cc1cccc(NS(=O)(=O)c2ccc3[nH]c(=O)cc(C(=O)O)c3c2)c1,3,3,-8,-3,10,8,-0.5,20,0.2
CCn1c2ccccc2c2cc(NC(=O)C(=O)NCC3CCCO3)ccc21 (stereo unspecified),4,8,-10,2,-2,6,40,26,0.9
O=C1C(Cl)=C(N2CCCCC2)C(=O)N1c1ccccc1Cl,1,7,-13,3,17,2,0.2,60,-1.8
O=S(=O)(Nn1cnnc1)c1ccc2ccccc2c1,-1,5,0,4,14,9,2.8,25,0.4
N=C1C(c2ccccc2)=C(O)CN1CCO,-3,8,-1,0,11,5,-0.5,9,0.1
CC(=O)n1nc(-c2ccccc2)nc1NCc1ccc(F)cc1,1,16,4,5,26,0,1.1,74*,3.2
N#CC1=C(S)N(c2ccccc2)C(c2cccs2)NC1=O (stereo unspecified),-3,2,-10,-4,4,8&7,-0.5,41,-2.8
CCc1cc2c(=O)c(-c3nc4ccccc4[nH]3)coc2c(CN2CCCCC2C)c1O (stereo unspecified),1,9,-30,8,5,4,1.2,48,-4.5
CCN(CC)S(=O)(=O)c1ccc2nc(CCl)[nH]c2c1,0,8,-2,4,2,3,0.8,-36,1.4
CN(C)c1oc(-c2ccc(OCc3ccccc3)cc2)nc1C#N,0,7,-5,-2,18,13,-0.3,3,3.9
CCN(CC)CCC(c1ccc2c(c1)OCO2)c1c(OC)cc(OC)c2c(-c3ccccc3)cc(=O)oc12 (stereo unspecified),·,8,-2,-6,5,21,2.6,-38,-15
COc1ccc(C(=O)N/C(N)=N/c2nc3ccccc3o2)cc1,1,0,-17,-4,26,13,4.5,58,-2.2
O=C(CS(=O)c1cccc(C(F)(F)F)c1)Nc1ccccc1Cl (stereo unspecified),-1,6,-4,0,5,4,0.3,39,-1.8
O=C(N/N=C/C1CC2C=CC1C2)c1ccccc1O (stereo unspecified),-1,5,-13,3,-13,5,0.4,1,1.5
CCc1nn(C(C)C(=O)NCCN2CCN(c3cccc(C)c3C)CC2)c(=O)c2cc3occc3n12 (stereo unspecified),5,12,-4,5,10,10,-0.9,59,-1.6

# Structures above printed as active in Wee1 degr inh:
canonical_smiles,Wee1 degr inh,FXIIa inh 1536,Tb hexokinase,FXIa inh,CHOP inhibitor
CC(C)c1ccc(Nc2ncccc2C#N)cc1,20*,12,-7,4,-10
COc1cccc(CN(C)CC(=O)Nc2cc3oc4ccccc4c3cc2OC)c1,9.9*,14,-12,13,-8
